From PubChem BioAssay
COUP-TFII inh = blocks human COUP-TFII nuclear receptor. AID 686940. 370,000 tested, 0.7% active. P24468. HEK293T NGFI-A luciferase reporter, luminescence. inhibition, % at 8.6 µM;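 active = inhibition above a per-plate cutoff, mean inhibition of test wells between control levels plus 3 SD, cut at about 38% in these data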;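 also: cells cotransfected with COUP-TFII expression vector driving the NGFI-A reporter; 0% = median of COUP-TF2 test wells and 100% = reporter-only cells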
NCOA2 inhibitor = inhibits human steroid receptor coactivator 2 | Q15596 | AID 651957 | inhibition, % at 9 µM | HEK293 GAL4-SRC2 luciferase reporter, luminescence | 370,000 tested, 0.17% active;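 active = inhibition above the mean inhibition of all tested compounds plus 3 SD, set per campaign, cut at about 52% in these data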;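 also: 0% = DMSO treated cells and 100% = cells given Gossypol at 36 µM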
Target sequence (Q15596 whole entry, looked up, the tested form may be a part): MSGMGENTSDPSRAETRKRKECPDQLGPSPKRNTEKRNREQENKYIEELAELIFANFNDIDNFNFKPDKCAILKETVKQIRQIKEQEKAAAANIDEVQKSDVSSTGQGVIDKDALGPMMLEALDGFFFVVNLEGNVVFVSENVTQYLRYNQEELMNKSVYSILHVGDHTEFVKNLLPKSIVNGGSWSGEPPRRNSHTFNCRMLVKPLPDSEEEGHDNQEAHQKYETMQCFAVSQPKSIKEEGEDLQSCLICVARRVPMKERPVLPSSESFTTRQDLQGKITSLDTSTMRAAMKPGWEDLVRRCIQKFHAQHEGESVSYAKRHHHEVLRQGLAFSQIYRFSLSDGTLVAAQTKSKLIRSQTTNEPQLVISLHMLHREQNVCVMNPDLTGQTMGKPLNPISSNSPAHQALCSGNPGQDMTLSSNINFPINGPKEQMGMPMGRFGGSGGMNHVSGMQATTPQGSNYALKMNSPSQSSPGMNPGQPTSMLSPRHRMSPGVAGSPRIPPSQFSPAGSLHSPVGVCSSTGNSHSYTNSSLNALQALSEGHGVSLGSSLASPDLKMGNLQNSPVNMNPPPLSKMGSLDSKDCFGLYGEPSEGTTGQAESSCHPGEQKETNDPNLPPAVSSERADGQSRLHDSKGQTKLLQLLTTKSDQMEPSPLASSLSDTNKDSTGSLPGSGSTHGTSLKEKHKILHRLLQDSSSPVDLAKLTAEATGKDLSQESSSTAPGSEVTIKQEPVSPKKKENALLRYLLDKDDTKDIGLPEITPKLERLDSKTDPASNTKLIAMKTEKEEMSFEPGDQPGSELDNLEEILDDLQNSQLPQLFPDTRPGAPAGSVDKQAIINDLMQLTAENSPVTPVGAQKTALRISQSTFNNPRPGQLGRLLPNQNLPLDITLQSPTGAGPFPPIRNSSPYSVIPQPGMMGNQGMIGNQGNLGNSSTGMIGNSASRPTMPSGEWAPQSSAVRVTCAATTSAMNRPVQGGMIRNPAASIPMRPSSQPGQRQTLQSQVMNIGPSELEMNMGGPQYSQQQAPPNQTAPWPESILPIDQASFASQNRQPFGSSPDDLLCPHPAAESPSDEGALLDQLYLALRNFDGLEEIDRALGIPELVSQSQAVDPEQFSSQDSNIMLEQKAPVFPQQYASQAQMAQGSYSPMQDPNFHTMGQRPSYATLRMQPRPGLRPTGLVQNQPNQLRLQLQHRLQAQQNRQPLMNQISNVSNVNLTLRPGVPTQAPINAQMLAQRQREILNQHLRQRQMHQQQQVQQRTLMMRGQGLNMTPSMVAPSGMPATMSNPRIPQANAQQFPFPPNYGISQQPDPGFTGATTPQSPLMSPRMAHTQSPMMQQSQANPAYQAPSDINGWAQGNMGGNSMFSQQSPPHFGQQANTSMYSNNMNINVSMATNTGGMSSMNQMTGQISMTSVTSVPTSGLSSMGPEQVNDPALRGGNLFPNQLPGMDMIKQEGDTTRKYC
Active calls of the source: *. An excerpt, so the mix of outcomes need not match the whole.

Sample of the layout (2 entries):
`CCOC(=O)[C@@]12CCC3=C1N(CCC3)C(=O)[C@H](CC(=O)NCc1ccccc1)C2` gave COUP-TFII inh -19.0 and NCOA2 inhibitor -7.8.
For COc1ccc(-n2c(SCC(=O)Nc3ccccc3-c3ccccc3)nnc2-c2ccccn2)cc1 the results were COUP-TFII inh 21.0 and NCOA2 inhibitor 10.5.

Results, from the start:
`CCOC(=O)[C@@]12CCC3=C1N(CCC3)C(=O)[C@H](CC(=O)NCc1ccccc1)C2` gave COUP-TFII inh -19.0 and NCOA2 inhibitor -7.8.
For COc1ccc(-n2c(SCC(=O)Nc3ccccc3-c3ccccc3)nnc2-c2ccccn2)cc1 the results were COUP-TFII inh 21.0 and NCOA2 inhibitor 10.5.
O=C(CSc1nnc(-c2ccc(Cl)cc2)n1-c1ccccc1)Nc1ccc2c(c1)OCCO2 was read as COUP-TFII inh 10.1 and NCOA2 inhibitor -3.1.
Screening O=C(NC1CCCCN(Cc2ccc(Cl)cc2)C1=O)c1cc(-c2ccccc2)no1 (stereo not given) returned COUP-TFII inh 11.3 and NCOA2 inhibitor -2.6.
`O=C(NC1CCCCN(Cc2cccc(Cl)c2)C1=O)c1cccc(C(F)(F)F)c1` (stereo not given) gave COUP-TFII inh 1.4 and NCOA2 inhibitor -6.9.
Screening C=CCN1C(=O)[C@H](CC(=O)NCc2ccc(C)o2)[C@@]2(C(=O)OCC)CCCC=C12 returned COUP-TFII inh -12.9 and NCOA2 inhibitor 18.0.
CCN1CCN(Cc2ccc(NC(=O)c3cccc(-c4ccc5nc(NC(=O)C6CC6)sc5n4)c3)cc2C(F)(F)F)CC1 was read as COUP-TFII inh 39.5* and NCOA2 inhibitor 37.2.
Screening CC(C)C[C@@H]1COc2cc(N3CCOCC3)ccc2S(=O)(=O)N1 returned COUP-TFII inh -24.6 and NCOA2 inhibitor -41.7.
COc1ccccc1COC(=O)c1cccc(S(=O)(=O)N(C)Cc2ccccc2)c1 was read as COUP-TFII inh -3.6 and NCOA2 inhibitor -5.3.
CCOc1ccc(-n2c(COc3ccc(C)cc3)nnc2SCC(=O)c2ccc3ccccc3c2)cc1 was read as COUP-TFII inh 17.3 and NCOA2 inhibitor 3.2.
`CC(C)C[C@H]1COc2c(Cl)cccc2S(=O)(=O)N1Cc1cccc(Cl)c1` gave COUP-TFII inh 6.6 and NCOA2 inhibitor 9.3.
Screening COc1ccccc1S(=O)(=O)N(C)C[C@H]1Oc2cc(Br)ccc2S(=O)(=O)N([C@H](C)CO)C[C@H]1C returned COUP-TFII inh 6.0 and NCOA2 inhibitor 9.2.
Screening C[C@H](CO)N1C[C@H](C)[C@H](CN(C)C(=O)C2CCCCC2)OCc2cnnn2CCCC1=O returned COUP-TFII inh -37.2 and NCOA2 inhibitor -2.8.
`COC(=O)[C@]12C[C@H](CC(=O)NCc3cccs3)C(=O)N(Cc3ccc(Cl)cc3Cl)C1=C[C@H](C(C)C)O[C@@H]2C1CC1` gave COUP-TFII inh 16.3 and NCOA2 inhibitor 1.1.
CCN(Cc1ccccc1)C(=O)C1CCCN(c2ncccn2)C1 (stereo not given) was read as COUP-TFII inh 1.9 and NCOA2 inhibitor 2.8.
For C=CCN1C(=O)[C@H](CC(=O)NCCCC)[C@@]2(C(=O)OCC)CCCC=C12 the results were COUP-TFII inh 3.0 and NCOA2 inhibitor -19.5.
CCOC(=O)N1C(=O)C[C@](Sc2ccc(OC)cc2)(C(=O)N2CCN(c3ncccn3)CC2)[C@H]1c1ccc(OC)cc1 was read as COUP-TFII inh -4.9 and NCOA2 inhibitor 7.1.
`FC(F)(F)c1ccccc1CN1CCCc2nc(-c3ccc(Br)cc3)ccc21` gave COUP-TFII inh -20.8 and NCOA2 inhibitor -67.1.
Screening COC(=O)[C@]12C[C@H](CC(=O)N3CCOCC3)C(=O)N(Cc3cccc4ccccc34)C1=C[C@H](COCc1ccccc1)O[C@@H]2C returned COUP-TFII inh 4.7 and NCOA2 inhibitor 10.1.
`CCc1ccccc1NC(=O)C1CCC(=O)N(c2ccc(OC)cc2)C1c1ccc(OC)cc1` (stereo not given) gave COUP-TFII inh 5.9 and NCOA2 inhibitor -5.1.
Screening N/C(=N\C(=O)OCc1ccccc1)N(CC#CC1=CCCCC1)CC1CC1 returned COUP-TFII inh 0.3 and NCOA2 inhibitor 14.3.
Screening COc1ccc(Cn2ccc3ccc(-c4ccc5ccn(C(=O)C6CC6)c5c4)cc32)cc1 returned COUP-TFII inh -14.4 and NCOA2 inhibitor -6.5.
For CCCOc1ccc(S(=O)(=O)N2C(=O)CC(=O)N(Cc3ccc(OCC)cc3)C2=O)cc1 the results were COUP-TFII inh -19.1 and NCOA2 inhibitor -6.3.
COc1ccc(-n2cc(COC(=O)NCCc3ccccc3)nn2)cc1 was read as COUP-TFII inh -16.2 and NCOA2 inhibitor -4.6.
Screening COc1ccc(CCN(Cc2cccs2)S(=O)(=O)c2ccc(C)s2)cc1OC returned COUP-TFII inh 31.7 and NCOA2 inhibitor 1.6.
Screening O=C(CSc1nnc(-c2ccccn2)n1Cc1ccco1)Nc1ccc(Oc2ccccc2)cc1 returned COUP-TFII inh 0.9 and NCOA2 inhibitor -20.4.
Screening CCOC(=O)CCCNC(=O)OC1CC2CC1[C@H]1CCCCN1[C@H]2Cc1ccccc1 (stereo not given in full) returned COUP-TFII inh -17.5 and NCOA2 inhibitor 8.4.
`COc1ccc(C(C)c2cn(C)c3ccccc23)cc1` (stereo not given) gave COUP-TFII inh 0.9 and NCOA2 inhibitor -16.1.
For CCCCOc1ccc(C(=O)n2ccc3ccc(-c4ccc5ccn(Cc6cccc(C(=O)OC)c6)c5c4)cc32)cc1 the results were COUP-TFII inh 9.2 and NCOA2 inhibitor -9.0.
For C[C@@H]1OC(C2CCCCC2)N(C)[C@H]2C[C@H]3c4[nH]c5cccc(-c6cccc(F)c6)c5c4CCN3C(=O)[C@@H]12 (stereo not given in full) the results were COUP-TFII inh 1.9 and NCOA2 inhibitor -4.0.
COc1cccc(-c2cc(CNC(=O)[C@@H](Cc3ccccc3)NC(=O)[C@H]3O[C@@H](n4cnc(C(N)=O)n4)[C@H](O)[C@@H]3O)no2)c1 was read as COUP-TFII inh 0.5 and NCOA2 inhibitor -2.1.
`COC(=O)[C@]12C[C@H](CC(=O)NCc3cccs3)C(=O)N(CCC3=CCCCC3)C1=C[C@H](COCc1ccccc1)O[C@@H]2C` gave COUP-TFII inh 12.2 and NCOA2 inhibitor 10.2.
`CCOC(=O)COc1ccc(C(C)c2ccc(NC(=O)OC(C)(C)C)cc2)cc1` (stereo not given) gave COUP-TFII inh -15.7 and NCOA2 inhibitor -0.2.
`COC(=O)[C@]12C[C@H](CC(=O)N3CCC(c4ccccc4)CC3)C(=O)N(Cc3ccc(Cl)cc3Cl)C1=C[C@H](C(C)(C)C)O[C@@H]2C` gave COUP-TFII inh -4.7 and NCOA2 inhibitor 4.8.
For CCc1noc2cc(-c3ccccc3)n(C)c(=O)c12 the results were COUP-TFII inh -32.4 and NCOA2 inhibitor -43.0.
Screening CCN1CCCCC(NC(C)=O)C1=O (stereo not given) returned COUP-TFII inh 1.1 and NCOA2 inhibitor 14.7.
For O=C(N1CCN(Cc2ccc3c(c2)OCO3)CC1)C12CC3CC(CC(C3)C1)C2 the results were COUP-TFII inh 5.5 and NCOA2 inhibitor 7.3.
Cc1ccc(-n2c(Cc3cccs3)nnc2SCC(=O)Nc2ccccc2-c2ccccc2)cc1 was read as COUP-TFII inh -22.2 and NCOA2 inhibitor -22.8.
COC[C@@H]1CCCN1c1ccc2c(c1)O[C@@H]1CCN(C1)S2(=O)=O was read as COUP-TFII inh -14.0 and NCOA2 inhibitor -42.6.
Screening Cc1cc(O)cc(=O)n1-c1cccc(C(F)(F)F)c1 returned COUP-TFII inh 8.1 and NCOA2 inhibitor 0.0.

3 records drawn at random from those above, as already listed:
For CCc1noc2cc(-c3ccccc3)n(C)c(=O)c12 the results were COUP-TFII inh -32.4 and NCOA2 inhibitor -43.0.
Screening CCN1CCCCC(NC(C)=O)C1=O (stereo not given) returned COUP-TFII inh 1.1 and NCOA2 inhibitor 14.7.
`CCOC(=O)COc1ccc(C(C)c2ccc(NC(=O)OC(C)(C)C)cc2)cc1` (stereo not given) gave COUP-TFII inh -15.7 and NCOA2 inhibitor -0.2.

More records:
For CCC(C(=O)Nc1ccccc1N1CCCC1)c1cccc(OC)c1 (stereo not given) the results were COUP-TFII inh -8.7 and NCOA2 inhibitor -29.7.
COc1ccc(C=NNC(=O)c2ccncc2)cc1 was read as COUP-TFII inh -8.0 and NCOA2 inhibitor -17.6.
O=C(NCc1ccco1)C(=O)NN=Cc1ccccc1O was read as COUP-TFII inh -10.7 and NCOA2 inhibitor 5.7.
For O=C(NCc1ccccc1Cl)C1CCCN(c2ncccn2)C1 (stereo not given) the results were COUP-TFII inh 0.7 and NCOA2 inhibitor -18.0.
`CCn1cc(C(=O)NCc2cccs2)c(=O)c2cc(S(=O)(=O)N3CCOCC3)ccc21` gave COUP-TFII inh 20.9 and NCOA2 inhibitor 15.9.
For COc1ccc(Cc2nc3ccc(S(N)(=O)=O)cc3[nH]2)cc1OC the results were COUP-TFII inh 1.4 and NCOA2 inhibitor -22.3.
Screening COc1ccc(SSc2ccc(OC)cc2C(=O)O)c(C(=O)O)c1 returned COUP-TFII inh -12.1 and NCOA2 inhibitor -8.8.
For N#CCC[C@@H]1CC[C@]2(CCCN(Cc3ccccc3)C2)O1 the results were COUP-TFII inh -11.3 and NCOA2 inhibitor -1.1.
O=S1(=O)c2ccc(Br)cc2OC[C@@H](c2ccccc2)N1Cc1cn(CCC2OCCCO2)nn1 was read as COUP-TFII inh -4.6 and NCOA2 inhibitor 24.2.
Screening COC(=O)C1=C(C)N(Cc2ccc(C(F)(F)F)cc2)C(=NCc2ccc3c(c2)OCO3)NC1c1ccccc1C(F)(F)F (stereo not given) returned COUP-TFII inh -0.5 and NCOA2 inhibitor 2.6.
COc1ccc(S[C@]2(C(=O)N3CCOCC3)CC(=O)N[C@@H]2c2ccc(OC)cc2)cc1 was read as COUP-TFII inh 18.1 and NCOA2 inhibitor 3.1.
`C[C@H]1CN([C@@H](C)CO)S(=O)(=O)c2ccc(Br)cc2O[C@H]1CN(C)C(=O)c1ccccc1F` gave COUP-TFII inh -0.6 and NCOA2 inhibitor 18.9.
`COc1ccc(-n2c(SCC(=O)Nc3ccc4c(c3)OCCO4)nnc2-c2ccccc2)cc1` gave COUP-TFII inh 10.2 and NCOA2 inhibitor -0.1.
Screening CCc1cc2c(nc1CC)CCCN2S(=O)(=O)c1ccccc1 returned COUP-TFII inh 14.5 and NCOA2 inhibitor 0.6.
For COC(=O)[C@]12C[C@H](CC(=O)NCC34CC5CC(CC(C5)C3)C4)C(=O)N(CCC3=CCCCC3)C1=C[C@H](C(C)(C)C)O[C@@H]2C the results were COUP-TFII inh -21.8 and NCOA2 inhibitor -9.5.
For CCCCNC(=O)NS(=O)(=O)c1ccc(NC(=O)CSc2ncnc3scc(-c4ccc(C)cc4)c23)cc1 the results were COUP-TFII inh -13.9 and NCOA2 inhibitor 0.8.
Screening Cc1cccc(NC(=O)Nc2c(-c3ccc(C(F)(F)F)cc3)nc3ncccn23)c1 returned COUP-TFII inh -28.9 and NCOA2 inhibitor 6.1.
O=C1NCCN1CCN1CCC(c2cn(-c3ccc(F)cc3)c3ccc(Cl)cc23)CC1 was read as COUP-TFII inh 43.5* and NCOA2 inhibitor 1.7.
`CCn1c(Cc2cccs2)nnc1SCC(=O)Nc1ccc(Cl)cc1C` gave COUP-TFII inh 9.7 and NCOA2 inhibitor -3.0.
CCOC(=O)c1csc(NC(=O)C2CCCN(S(=O)(=O)c3ccccc3[N+](=O)[O-])C2)n1 (stereo not given) was read as COUP-TFII inh 10.0 and NCOA2 inhibitor -7.9.
Cc1ccc(S(=O)(=O)N2CCCC2C(c2ccccc2O)c2cn(C)c3ccccc23)cc1 (stereo not given) was read as COUP-TFII inh 5.8 and NCOA2 inhibitor -4.3.
Screening Cc1ccccc1Cn1cc(COC(=O)NCCc2c[nH]c3ccccc23)nn1 returned COUP-TFII inh -30.8 and NCOA2 inhibitor -22.6.
`O=C(O)c1cccc(S(=O)(=O)NCC(=O)N2CCN(c3ccccn3)CC2)c1` gave COUP-TFII inh -2.8 and NCOA2 inhibitor -12.9.
O=C(Oc1ccccc1)c1cccc2cccc(C(=O)Oc3ccccc3)c12 was read as COUP-TFII inh 3.1 and NCOA2 inhibitor 7.7.
COc1ccc(-n2c(Cc3cccs3)nnc2SCC(=O)Nc2cccc3ccccc23)cc1 was read as COUP-TFII inh -12.1 and NCOA2 inhibitor 1.5.
Screening CCCCCCCCNS(=O)(=O)CC1NCc2ccc(C)cc21 (stereo not given) returned COUP-TFII inh 13.2 and NCOA2 inhibitor -2.2.
For Cc1ccc(C)c(N2CCN(CCCNC(=O)CCC(=O)N3CCOc4ccc(Cl)cc43)CC2)c1 the results were COUP-TFII inh 5.9 and NCOA2 inhibitor 13.3.
Screening COC(=O)[C@]12C[C@H](CC(=O)NCc3ccc(C)o3)C(=O)N(CCC3=CCCCC3)C1=C[C@H](C(C)(C)C)O[C@@H]2C returned COUP-TFII inh 18.1 and NCOA2 inhibitor -19.4.
`CC1CCN(C(=O)c2[nH]cnc2C(=O)N(C)CCO)CC1` gave COUP-TFII inh -5.9 and NCOA2 inhibitor -5.4.
Screening Cc1cc(NC(=O)c2cnccn2)no1 returned COUP-TFII inh -2.7 and NCOA2 inhibitor -2.3.
`O=c1c2ccccc2n(Cc2ccco2)n1[C@@H](Cc1ccccc1)Cn1cc(C2CCCC2)nn1` gave COUP-TFII inh 9.2 and NCOA2 inhibitor 6.6.
Screening COC(=O)[C@]12C[C@H](CC(=O)NCCC(C)C)C(=O)N(Cc3ccco3)C1=C[C@H](C(C)C)O[C@@H]2C1CC1 returned COUP-TFII inh -2.3 and NCOA2 inhibitor 8.6.
